# Bioassay records: PubChem BioAssay, The Scripps Research Institute Molecular Screening Center
# Pf gamet viab: late stage P. falciparum gametocyte viability inhibitors, primary screen, ATP luminescence, HTS; P. falciparum stage V gametocytes, 24 h; inhibition, % at 10.9 µM; 150,000 compounds, 0.065% hits; AID 743093, 2013;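 active means inhibition above the mean plus 3 SD of compounds within the control limits, set per campaign, cut at about 38% in these data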;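 further: 0% = DMSO wells and 100% = medium only without gametocytes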
# Active calls of the source: *.
structure,Pf gamet viab
COc1ccc(S(=O)(=O)NCC2CCCO2)cc1Cl (stereo unspecified),-9
CCCc1nc2sc3ccccc3c(=O)c2c(=O)n1Cc1ccccc1,5
CC(C)(C)OC(=O)N[C@H](C(=O)OC(C)(C)C)c1ccc(Br)cc1,14
C[C@@H]1COC(=O)[C@H](Cc2ccc(F)cc2)CC/C=C/C[C@@H](CC(=O)N[C@@H](CO)Cc2ccccc2)C(=O)N1,2
O=C(Nc1ccc(S(=O)(=O)Nc2ncccn2)cc1)c1ccccc1Cl,-6
CC1CN(C(=S)Nc2ccccc2)CC(C)O1 (stereo unspecified),-61
Cc1ccn2cc(-c3cccc(NC(=O)CCC(=O)O)c3)nc2c1,19
COc1ccc(NC(=O)N(C)C[C@H]2Oc3ccc(NC(=O)Cn4cnnn4)cc3C(=O)N([C@H](C)CO)C[C@@H]2C)cc1,-8
CC(C)(C)OC(=O)Nc1ccc([C@H](NC(=O)OC(C)(C)C)C(=O)OC(C)(C)C)cc1,-2
CNc1nc(NCc2ccccc2)c2ccccc2n1,2
CN(Cc1ccccc1)C(=O)c1ccc(NC(=O)Cc2cccc(NC(=O)C3CCCN(C(=O)C4CCCC4)C3)c2)cc1 (stereo unspecified),-16
NC(=O)c1nc(C(=O)N2CCCCC2)c2ccccc2n1,31
CC(C)c1ccc(NC(=O)CCCC(=O)NCCc2ccccc2)cc1,7
CC(C)(C)OC(=O)NCc1ccc(CNC(=O)c2nc[nH]c2C(=O)NCc2ccc(CNC(=O)OC(C)(C)C)cc2)cc1,12
Cc1cccn2c(=O)c(C=O)c(N3CCN(C)CC3)nc12,-16
Cc1ccc(S(=O)(=O)NCC(=O)NCC(=O)N2CCC(C)CC2)cc1,13
NC(=O)c1ccccc1N=Cc1cccnc1,10
O=C1C=C(c2ccc(Oc3ccccc3)cc2)C[C@@H](c2ccc3c(c2)OCO3)C1,-2
COc1ccccc1N1CCN(Cc2ccc(-c3ccccc3[N+](=O)[O-])o2)CC1,2
O=C(Nc1cc(Cl)ccc1N1CCOCC1)c1ccc(N2CCCCC2)c([N+](=O)[O-])c1,1
COC(=O)C1=C(C(=O)OC)[C@@H]2Nc3ccccc3[C@@]23C[C@@H](C(=O)OC)N(C(=O)c2ccco2)C3=N1,-8
COc1ccc(-c2cc3ccc(F)cc3cn2)cc1,-17
CCOC(=O)[C@H]1[C@H]2COc3ccc(OC)cc3[C@@H]2N2C(=O)c3ccc(F)cc3NC(=O)[C@@]12C,-3
C[C@H](NC(=O)c1nc[nH]c1C(=O)N[C@@H](Cc1ccccc1)C(=O)OCc1ccccc1)C(=O)OCc1ccccc1,7
CN(C)c1ccc(CCc2ccc(N)cc2)cc1,14
Cc1cc(=O)[nH]c(N2CCN(c3ccc(Cl)cc3)CC2)n1,-1
CCOc1ccccc1NC(=O)CSc1n[nH]c(=O)n1-c1ccccc1,-15
CN(C)c1cc[n+](CC(=O)c2cccs2)cc1,-1
O=[N+]([O-])c1cc([N+](=O)[O-])c(Oc2ccc(Br)cc2Br)cc1NN1CCCCC1,18
CCOc1ccc(CNCCCSc2ncccn2)cc1,11
Cn1c(-c2ccccc2)cnc1NCc1cc(Cl)ccc1O,8
CC(C)(C)Nc1nc(Cl)nc(Nc2ccccc2)n1,5
CCCCC(=O)Nc1nnc(CCc2ccccc2)s1,-5
C=CCOc1cccc(/C=N/NC(=O)C(OC)c2ccccc2)c1 (stereo unspecified),8
COc1cccc(-c2noc(C3CCCN(C(=O)c4cccc(F)c4)C3)n2)c1 (stereo unspecified),25
NC(N)=NS(=O)(=O)c1ccc(NC(=S)NC(=O)/C=C/c2ccccc2)cc1,-1
NC(=O)C1CCN(C(=O)/C(=C/c2ccccc2)NC(=O)c2ccccc2)CC1,9
Cc1ccc(NC(=O)c2cc(=O)[nH]c3ccccc23)cc1C,19
Cc1ccc(S(=O)(=O)NCC(=O)N2CCc3ccccc3C2)cc1,0
Cc1ccnc(NC(=O)c2ccc(COc3c(F)c(F)cc(F)c3F)o2)c1,-13
C=C1CCN([C@@H](CC(C)C)C(=O)NCc2ccc(OC)cc2)S(=O)(=O)c2ccccc21,-12
COc1ccccc1NC(=O)c1c(C)nn(-c2ccccc2)c1Cl,24
CC1=C(C(=O)OCc2ccccc2)C(c2ccccc2Cl)NC(=O)N1CCCCCC(=O)O (stereo unspecified),10
COc1cc(OC)cc(-c2c(-c3ccc(F)cc3)c3cc(Br)ccc3n2C)c1,-17
CCN1C(=O)CSC1=Nc1ccc(C(=O)O)cc1,17
CCCOc1ccc(C(=O)Nc2ccccc2[N+](=O)[O-])cc1,-17
CCOC(=O)[C@H]1[C@H]2COc3ccc(C)cc3[C@@H]2N2C(=O)CN(Cc3ccc(F)cc3)C(=O)[C@@]12C,21
Cc1ccccc1NC(=O)CN1CCc2ccccc2C1,-11
COc1ccccc1NC(=O)c1ccc2c(c1)CCN2S(C)(=O)=O,16
CC(C)(C)OC(=O)n1cc(CCO)c2ccccc21,-11
CCC(CO)Oc1cc(NC(=O)c2cccc([N+](=O)[O-])c2)c2ncn(C(C)C)c2c1 (stereo unspecified),16
NC(c1ccccc1)c1cccnc1 (stereo unspecified),20
O=C(NC1CCCCC1)c1cc2cc(Br)ccc2o1,-15
CC(=O)NC(C)c1cc(Cl)c2cccnc2c1O (stereo unspecified),-39
CCOC(OCC)c1cn(Cc2ccc3c(c2)C(=O)c2ccccc2C3=O)nn1,13
C#CCOCCOCCOCCNc1nc(N2CCN(C(=O)CCCCCCCCCCNC(=O)[C@H](CO)n3cc(CCCSC)nn3)CC2)nc(N2CCN(C(=O)CCCCCCCCCCNC(=O)[C@H](CCCCN)n3cc(CCO)nn3)CC2)n1,-4
COc1ccc(COC(=O)N/N=C/c2cccs2)cc1,-5
C[C@H]1CN(S(=O)(=O)c2c(F)cccc2F)CCN1S(=O)(=O)c1ccc2c(c1)OCCO2,5
O=C(N/N=C/c1ccc(C(F)(F)F)cc1)c1ccncc1,-11
COc1cc(CN2CCc3ccccc3C2)cc([N+](=O)[O-])c1O,5

# Further structures follow.
structure,Pf gamet viab
CCCC(=O)Nc1ccc(S(=O)(=O)Nc2cc(OC)nc(OC)n2)cc1,10
C[C@H](NC(=O)c1nc[nH]c1C(=O)N[C@@H](Cc1ccccc1)C(=O)OCc1ccccc1)C(=O)OC(C)(C)C,-2
COc1ccc(/C=C2\SC(=S)N(CCC(=O)Nc3cccc(C(=O)O)c3)C2=O)cc1,-6
COc1ccc(Nc2nc(NN)nc(Nc3ccc(OC)cc3)n2)cc1,-26
CCOCCn1c(CN2CCC(Cc3ccccc3)CC2)nc2c1c(=O)n(C)c(=O)n2C,-9
C=CC1=C2C=C(C3CC3)N(CC3CC3)C=C2C(=O)C(C)(OC(=O)c2ccco2)C1=O (stereo unspecified),6
CC(C)CNC(=O)c1ccc2c(c1)C(=O)N(Cc1ccco1)C2=O,4
Cc1nc2cc(C(F)(F)F)ccc2n1CCNc1nc(-c2cc(Cl)c(N)c(Cl)c2)cs1,3
O=C(CCN1CCN(C/C=C/c2ccccc2)CC1)Nc1ccccc1Cl,-11
Cc1ccc(CCC(=O)Nc2ccc(N(C)C)cc2)o1,-6
O=C(NCc1nc2ccccc2[nH]1)C1=C[C@H](c2ccc(C(F)(F)F)cc2)C[C@H](OCCCCO)O1,12
CC(NC(=O)c1ccccc1Cl)NC(=O)c1ccccc1Cl,-17

# Four of the compounds above, as labelled records.
C=CC1=C2C=C(C3CC3)N(CC3CC3)C=C2C(=O)C(C)(OC(=O)c2ccco2)C1=O (stereo unspecified)
  Pf gamet viab = 6

O=C(CCN1CCN(C/C=C/c2ccccc2)CC1)Nc1ccccc1Cl
  Pf gamet viab = -11

CCOCCn1c(CN2CCC(Cc3ccccc3)CC2)nc2c1c(=O)n(C)c(=O)n2C
  Pf gamet viab = -9

COc1ccc(/C=C2\SC(=S)N(CCC(=O)Nc3cccc(C(=O)O)c3)C2=O)cc1
  Pf gamet viab = -6

# Next part.
structure,Pf gamet viab
CC(C)(C)OC(=O)NCCCCCNC(=O)c1nc[nH]c1C(=O)NCCCCCNC(=O)OC(C)(C)C,-3
Cc1nc2ccc([N+](=O)[O-])cc2c(=O)n1Cc1ccc(Cl)cc1,8
Cc1ccc2c(c1)[C@H]1[C@H](CO2)[C@H](c2ccccc2)[C@]2(C)C(=O)Nc3ccc(Br)cc3C(=O)N12,-11
COc1cc(C2N(Cc3ccccc3)CCN2Cc2ccccc2)ccc1OC(C)=O,10
C#CCOCCOCCOCCNc1nc(N2CCN(C(=O)[C@H](CC(N)=O)n3cc(C(N)[C@@H](C)CC)nn3)CC2)nc(N2CCN(C(=O)[C@H](CCCCN)n3cc([C@@H](N)CC(N)=O)nn3)CC2)n1 (stereo partly specified),-5
COc1ccc(Br)cc1C1NC(=O)c2c(sc3c2CCN(C)C3)N1 (stereo unspecified),-5
COc1ccc2c(c1)c(C(=O)O)c(C)n2CCc1ccc(OC)c(OC)c1,-2
Cc1cc([N+](=O)[O-])ccc1NCc1ccc2c(c1)OCCO2,14
Fc1ccccc1-c1cc2ccccc2cn1,1
O=C(O)C1CCCN1C(=O)C12CC3CC(CC(C3)C1)C2 (stereo unspecified),-6
COc1ccc(C(O)P(=O)(OC(C)C)OC(C)C)cc1OC (stereo unspecified),-22
Cn1cc(C(=O)Nc2ccc(Cl)c(Cl)c2)cn1,-7
CCOC(=O)[C@H]1[C@H]2COc3ccc(Cl)cc3[C@@H]2N2C(=O)[C@@H](C)NC(=O)[C@@]12C,-8
CCN(CC)CCCN(C(=O)c1ccc(Br)cc1)c1nc(-c2ccc(OC)cc2)cs1,1
COC(=O)c1ccc(NC(=O)c2cc[n+](Cc3ccccc3)cc2)cc1,0
CCOC(=O)CCNC(=O)N1CCCC(N(C)CCc2ccccc2)C1 (stereo unspecified),1
Nc1c(Cl)cc(-c2[nH]c3cc(C(=O)NCCO)ccc3c(=O)c2O)cc1Cl,-5
Cc1cccc(OCc2nnc(SCCC(=O)O)n2-c2ccccc2)c1,11
Oc1ccc[n+](/C=C\c2ccccc2)c1,13
CCOc1cc(NC(=O)c2ccccc2OC)c(OCC)cc1NC(=O)c1ccccc1,-20
COc1ccc(C(=O)Nc2ccc(S(=O)(=O)Nc3nccc(C)n3)cc2)cc1[N+](=O)[O-],11
CCCC[C@@H]1C[C@H]1[C@@H](NC(=O)c1ccco1)c1ccc(C(=O)OC)cc1,25
O=C(NCc1ccccn1)Nc1ccc(Cl)cc1,-2
COc1ccc(S(=O)(=O)n2cnc3ccccc32)cc1OC,9
CC(C)(C)OC(=O)NCCCC[C@@H](C(=O)NCCCCCCCCCCC(=O)N1CCN(C(=O)OC(C)(C)C)CC1)n1cc(CCCC(=O)O)nn1,-5
COC(c1ccc(Cl)cc1)(c1ccc(Cl)cc1)C(Oc1nc(C)cc(C)n1)C(=O)O (stereo unspecified),-1
CCOC(=O)C1C(c2ccc(O)cc2)NC(=O)NC1(O)C(F)(F)F (stereo unspecified),23
COc1cccc(C(=O)Nc2ccc(Oc3nnc(-c4ccccc4)c4ccccc34)cc2)c1,-11
Cc1cc(C)c(C2=CC(=O)C[C@H](c3ccc4c(c3)OCO4)C2)c(C)c1,-34
CC1(C)OCC(C2CC(c3ccccc3)NS(=O)(=O)O2)O1 (stereo unspecified),6
CC(=O)C1=C(c2ccccc2)NC(=O)NC1c1ccc2c(c1)OCO2 (stereo unspecified),-4
CSc1nc(O)c(C(c2ccccc2)c2c(O)nc(SC)[nH]c2=O)c(=O)[nH]1,-14
Cc1ccccc1NC(=O)CCN1C(=O)c2ccccc2C1=O,-3
COc1ccc2c(=O)c(C(=O)NCc3ccccc3)c[nH]c2c1,0
CCCCNc1c(-c2ccc(SC3CCCCC3)c(OC)c2)nc2ccc(C)cn12,-17
Cc1nc(SCC(=O)N2CCCCCC2)c2c(=O)n(C)c(=O)n(CC(C)C)c2n1,-17
COc1cc(C)c(C)cc1S(=O)(=O)N1CCCc2ccccc21,-3
O=[N+]([O-])c1ccccc1Nc1nc(-c2cccnc2)cs1,11
COc1ccc2[nH]c(=O)c(CN(C(C)=O)c3ccc(C)c(C)c3)cc2c1,5
CCOC(=O)[C@H]1[C@H]2COc3ccc(OC)cc3[C@@H]2N2C(=O)CN(C)C(=O)[C@@]12C,11
Cc1ccc(S(=O)(=O)CC(=O)c2ccccc2[N+](=O)[O-])cc1,1
O=C(Nc1ccccc1)C1=C[C@H](c2ccc(C(F)(F)F)cc2)C[C@H](OCCCCO)O1,-36
COc1ccc2nc(NCc3cccnc3)sc2c1,11
CCC1Nc2ncnc(N3CCCCC3)c2N(Cc2ccc(OC)cc2)C1=O (stereo unspecified),-7
Cc1onc(-c2ccccc2)c1C(=O)NCc1ccc(F)cc1,10
COc1cc(CN2CCCN(C)CC2)cc([N+](=O)[O-])c1O,9
COc1ccc(C)cc1S(=O)(=O)NC1CC1,14
COCCCNC(=S)N1CCN(c2nc(-c3ccc(F)cc3)cs2)CC1,19
Cc1cc(N(C)C)ccc1N=Nc1ccc(N)cc1,-40
CC(C)(C)c1ccc(C(=O)N/C(=C\c2cccc([N+](=O)[O-])c2)C(=O)Nc2cccc(C(=O)O)c2)cc1,-19
CC#CCN1c2ccccc2[C@]23C[C@@H](C(=O)OC)N(C(=O)NC(C)(C)C)C2=NC(C(=O)OC)=C(C(=O)OC)[C@H]13,1
O=[N+]([O-])/C=C\c1ccc(N2CCOCC2)cc1,-3
Cc1ccc(C(C)C)cc1OCCn1cncn1,3
CC(C)(C)[C@H]1COC(=O)[C@@H](Cc2ccc(F)cc2)C/C=C\C[C@@H](CC(=O)N[C@H](CO)Cc2ccccc2)C(=O)N1,23
CN(C)C(=O)CCC(=O)N(C)CC1CCCN(CCc2ccc(F)cc2)C1 (stereo unspecified),0
CCCCn1c(SCC(=O)Nc2ccc(NC(C)=O)cc2)nc2ccccc2c1=O,11

# An excerpt. The share of hits here may be higher or lower than overall.
